# 697 NFkB inh = lowers PMA/ionomycin-induced NF-kB signal in 697 B cells | inhibition, % at 4 µM | 697 B-cell NF-kB luciferase reporter, 16 h | AID 435022 | actives 0.33% (n = 330,000); in the data active means inhibition above about 35%
# APJ antag = antagonists of human APJ apelin receptor; AID 2521; CHO-K1 APJ beta-arrestin complementation, luminescence; inhibition, % at 20 µM; actives 0.32% (n = 330,000); P35414;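 active means inhibition above about 40% at 20 µM, limit read from the data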;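 further: cells challenged with 10 nM apelin-13 agonist together with compound; plate controls were apelin-13 plus DMSO wells for no effect and DMSO wells lacking apelin-13 for full effect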
# Target sequence (P35414 whole entry, looked up): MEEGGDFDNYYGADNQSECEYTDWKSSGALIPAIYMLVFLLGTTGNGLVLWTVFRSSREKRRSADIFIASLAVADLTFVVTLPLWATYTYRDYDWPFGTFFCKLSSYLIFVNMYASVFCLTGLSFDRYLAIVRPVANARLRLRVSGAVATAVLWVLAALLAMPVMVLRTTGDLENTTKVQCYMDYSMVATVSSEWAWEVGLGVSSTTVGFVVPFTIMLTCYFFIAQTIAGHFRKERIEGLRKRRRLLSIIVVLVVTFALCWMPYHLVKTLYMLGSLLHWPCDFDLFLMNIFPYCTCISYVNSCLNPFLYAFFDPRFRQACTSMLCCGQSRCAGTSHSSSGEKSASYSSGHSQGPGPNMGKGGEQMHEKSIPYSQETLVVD
# Mdm2 MdmX PPI = inhibitors of human Mdm2/MdmX interaction | O15151+Q00987 | SaOS-2 split-luciferase Mdm2/MdmX complementation, luminescence | inhibition, % at 8 µM | actives 3% (n = 330,000) | AID 485346;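 active means inhibition of at least 50% at 8 µM in the primary screen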
# APJ agonist = agonists of human APJ apelin receptor. P35414. CHO-K1 APJ PathHunter beta-arrestin, luminescence; 0% DMSO wells, 100% apelin. activation, % at 20 µM. actives 0.11% (n = 330,000). AID 2520;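 active means activation more than six SD over the plate average, tested at 20 µM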;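 further: 0% = DMSO alone and 100% = apelin-13 at 10 nM; some results filed as inactive read as strong as hits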
#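 Assay system: CHO-K1 cells stably expressing ProLink-tagged human APJ and arrestin–beta-gal acceptor. Compound dosing: 20 µM single point, 1% DMSO. Times: 16-18 h seeding, 90 min dark compound exposure, 60 min detection. Detection: beta-gal luminescence. Evaluation: APJ–arrestin association signal. Controls: negative DMSO alone, positive Apelin-13 at 10 nM.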
# tim23-1 inh = growth inhibitors of tim23-1 mutant yeast; actives 1.3% (n = 330,000); inhibition, % at 20 µM; S. cerevisiae tim23-1 growth, BacTiter-Glo luminescence, 24 h;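 active means growth inhibition of the mutant yeast at or above 50%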;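 further: temperature-sensitive mutant grown at 25 °C; plate controls were DMSO-treated mutant yeast for no effect and medium wells lacking yeast for full effect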
# UPR XBP1 act = activators of adaptive arm of unfolded protein response (XBP1); CHO-XBP1 luciferase reporter, IRE1-XBP1 UPR activation, luminescence; percent of tunicamycin response, DMSO as zero; activation, % at 20 µM; actives 0.33% (n = 330,000); AID 463104;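 active means versus positive control, 20 µM dose yields 30% or more activation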;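 further: 100% = tunicamycin at 10 µg/mL and 0% = DMSO only wells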
#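 Assay system: CHO-XBP1 luciferase reporter cells; Schedule: 6 h treatment, 37 °C; Detection: glow luminescence from Steady-Glo reagent; Benchmarks: high control tunicamycin 10 µg/mL final, low control DMSO vehicle only.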
# Jurkat NFkB inh = lowers PMA/ionomycin-induced NF-kB signal in Jurkat cells; PMA/ionomycin-induced NF-kB luciferase reporter, luminescence; AID 435003; inhibition, % at 4 µM; actives 0.53% (n = 330,000); in the data active means inhibition above about 50%
# UPR CHOP act = activators of apoptotic arm of unfolded protein response (CHOP); CHO-CHOP luciferase reporter, UPR activation, luminescence; percent of tunicamycin response over DMSO baseline; activation, % at 10 µM; actives 0.34% (n = 330,000); AID 449763;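 active means at 10 µM dose, activation of 40% or more, normalized to positive control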;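 further: 100% = tunicamycin at 10 µg/mL and 0% = DMSO alone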
#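 measured by = luciferase luminescence | assay system = CHO-CHOP cells, stable luciferase reporter of PERK-eIF2a-CHOP signalling | amount = 500 reporter cells seeded per well | timing = 6 h compound exposure at 37 °C after overnight seeding | controls = positive tunicamycin 10 µg/mL, negative DMSO alone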
# An asterisk follows results filed as active. Hits appear at their usual frequency; 5% or so of the library scored in one or more.
SMILES,697 NFkB inh,APJ antag,Mdm2 MdmX PPI,APJ agonist,tim23-1 inh,UPR XBP1 act,Jurkat NFkB inh,UPR CHOP act
C/C(=N\NC(=O)c1ccccc1O)C1C(=O)c2ccccc2C1=O,-76,23,21,-8,73*,2,-36,4.7
O=C(NC1(C(F)(F)F)OCCO1)c1ccc(F)cc1,11,7,12,-3,14,1,-3,-1.8
C=CCn1c(SCC(=O)N2CCc3ccccc3C2)nnc1-c1ccncc1,-21,11,-11,-2,11,-5,15,0.7
COCCNC(=O)c1c[nH]n2c(=O)cc(C3CCN(C(=O)OC(C)(C)C)CC3)nc12,8,18,2,-2,-4,-4,-7,-1.2
CN(CC(=O)NCc1ccco1)S(=O)(=O)c1ccc2c(c1)c(=O)n(C)c(=O)n2C,4,20,4,-2,-11,-4,3,-1.1
Cc1cc(/C=N\NC(=O)COc2cccc3cccnc23)c(C)n1-c1ccc(Br)cc1,22,-24,22,-5,21,4,3,-0.5
O=C(O)CCn1cc(-c2ccc(Cl)cc2)nc1-c1ccc(Cl)nc1,12,10,18,-1,10,1,15,2.5
CC1CCN(S(=O)(=O)c2ccc3c(c2)c(=O)c(C(=O)NCc2ccccc2Cl)cn3C)CC1,19,2,22,-2,2,-3,-3,2.8
Cc1ccc(CNC(=O)CCNS(=O)(=O)c2cccs2)cc1,-1,10,20,-1,-3,0,-4,0.7
CCCS(=O)(=O)NCCc1cc2c(OC)ccc(OC)c2[nH]c1=O,19,26,11,-3,0,-2,0,-2.2
CC(C)C[C@H](NC(=O)c1[nH]cnc1C(=O)N[C@@H](Cc1ccccc1)C(=O)OC(C)(C)C)C(=O)OCc1ccccc1,-54,11,18,9,27,1,-9,1.6
CCOC(=O)C1CCN(C(=O)c2sc3nc(C)nc(N4CCC(C)CC4)c3c2C)CC1,-7,1,-11,-3,33,-1,-5,-0.6
CCOC(=O)c1[nH]cnc1C(=O)Nc1cccc(N)n1,6,-10,25,1,13,-5,-12,-5.2
CCOC(=O)C1=C(COC(=O)CNS(=O)(=O)c2ccc(C)cc2)NC(=O)NC1C (stereo not drawn),4,9,12,-6,-7,-3,3,1.0
CCCCN(C(=O)c1ccc([N+](=O)[O-])s1)c1c(N)n(CCCC)c(=O)[nH]c1=O,-5,-73,28,18,25,-2,-6,0.4
COCC(=O)Nc1cccc(-c2ccc3nncn3n2)c1,-1,-20,-6,-1,0,-4,19,1.6
O=C(/C=C/Nc1ccc(F)cc1Br)c1ccccc1,-343,8,20,0,11,-4,-47,-7.3
O=C(Cc1cccs1)N1CCC(c2nc3c(nnn3Cc3ccccc3Cl)c(=O)[nH]2)CC1,4,-8,12,-4,21,-2,-1,-2.5
O=C(NN1C(=O)C2C3C=CC(C3)C2C1=O)c1cccc(Cl)c1 (stereo not drawn),3,6,19,-2,13,0,-4,-3.3
COc1cccc(NC(=O)N2CCCC2C(=O)NC23CC4CC(CC(C4)C2)C3)c1 (stereo not drawn),4,9,5,-3,24,0,-18,-0.8
COCCCn1c(C)cc(C(=O)COC(=O)C23CC4CC(CC(O)(C4)C2)C3)c1C,-95,-5,-45,-4,22,1,-92,6.1
CN(CC(=O)Nc1ccc(N2CCOCC2)cc1)C(=O)CCNC(=O)c1ccc(Br)cc1,-2,11,13,-5,-3,4,-13,1.5
CCc1ccccc1NC(=O)c1ccc(NS(C)(=O)=O)cc1,20,16,18,-5,-5,-1,2,0.8
Cc1cc2c(c(N)n1)c(=O)oc1ccccc12,8,19,19,-1,1,-1,-10,-0.8
O=C(NCc1cccnc1)C(=O)N/N=C/c1ccc([N+](=O)[O-])cc1,12,-4,2,2,9,5,-18,0.5

# As a working copy, some entries already given.
SMILES,697 NFkB inh,APJ antag,Mdm2 MdmX PPI,APJ agonist,tim23-1 inh,UPR XBP1 act,Jurkat NFkB inh,UPR CHOP act
CCc1ccccc1NC(=O)c1ccc(NS(C)(=O)=O)cc1,20,16,18,-5,-5,-1,2,0.8
Cc1cc2c(c(N)n1)c(=O)oc1ccccc12,8,19,19,-1,1,-1,-10,-0.8
O=C(NCc1cccnc1)C(=O)N/N=C/c1ccc([N+](=O)[O-])cc1,12,-4,2,2,9,5,-18,0.5

# Further structures follow.
SMILES,697 NFkB inh,APJ antag,Mdm2 MdmX PPI,APJ agonist,tim23-1 inh,UPR XBP1 act,Jurkat NFkB inh,UPR CHOP act
Oc1c(Br)cc(/C=N/Nc2nncc3ccccc23)cc1Br,-49,10,17,-3,-26,1,-10,2.8
Cc1c(NC(=S)NC(=O)c2ccco2)c(=O)n(-c2ccccc2)n1C,6,-12,-6,1,-1,1,0,-2.0
COC(=O)N/N=C/c1cn(Cc2ccccc2Cl)c2ccccc12,22,-15,38,-4,24,-2,9,0.9
CCOC(=O)C1=C(N)n2c(s/c(=C\c3cccnc3)c2=O)=C(C(=O)OC)C1c1cccnc1 (stereo not drawn),37*,19,28,-1,-7,10,10,0.1
O=C(/C=C/c1ccccc1Cl)NC(=S)Nc1ccccc1C(=O)NC1CCCCC1,-101,15,5,-1,4,0,-2,-0.1
O=C(Cc1ccc([N+](=O)[O-])cc1)NCc1ccccn1,-2,1,17,-3,-5,3,5,1.0
Cc1ccc(C)c(-c2[nH]ncc2CN2CCCC(CO)(Cc3ccccc3C)C2)c1 (stereo not drawn),-3,-1,29,0,18,3,5,0.8
NC(=O)COc1ccc(-c2noc(COc3ccccc3[N+](=O)[O-])n2)cc1,1,3,16,-3,-3,-3,-22,3.0
COc1ccc(C(=O)OCCN2CCOCC2)cc1OC,0,-4,21,-7,2,-3,-8,-2.8
COc1ccc(Br)cc1CNC(=O)CCNC(=O)Cn1ccc2ccccc2c1=O,8,0,15,1,-6,-1,4,-0.3
NS(=O)(=O)c1ccc(NC(=O)c2ccc3c(c2)CCCC3)cc1,-16,-4,0,0,7,-3,-39,3.0
COc1ccc(NC(=O)CSc2nnc(Cn3nnc4ccccc43)n2C)cc1,3,-12,17,-4,-3,-5,-20,-0.5
Cn1c(N2CCCC2)nc2c1c(=O)n(Cc1ccc(Cl)cc1)c(=O)n2C,-23,0,18,-2,53*,2,7,0.7
CCCN1CCN(C(=O)c2oc3ccccc3c2NC(=O)C2CC2)CC1,-15,1,-8,-7,-5,-2,14,-0.8
CCN(CC)CCCNC(=O)c1cn(CC)c2ccc(S(=O)(=O)N(C)C3CCCCC3)cc2c1=O,-8,15,30,-4,-14,-10,-1,0.0
O=C(O)c1ccc(CSc2n[nH]c(-c3ccco3)n2)cc1,4,1,-9,0,15,-5,13,-1.0
COc1ccc(-c2cc3cc(C(=O)O)ccn3c2C(=O)c2ccccc2)cc1,19,23,10,-1,14,-3,7,3.4
CCN(C(=O)COC(=O)c1cccnc1Nc1ccccc1F)C1CCS(=O)(=O)C1 (stereo not drawn),-25,5,-25,0,12,0,-24,3.3
O=C1CC(c2ccccc2)CC(=NCCO)/C1=C(\O)CCCN1C(=O)c2ccccc2C1=O (stereo not drawn),3,-2,5,0,11,3,-1,1.0
COC(=O)c1sc(NC(=O)c2ccc(OC)cc2OC)nc1C,-207,-5,28,-6,-15,-7,8,-8.1
Cc1ccc2oc(C(=O)N3CCN(c4cccc(C)n4)CC3)c(C)c2c1,-37,-26,-2,-1,38,-2,-28,3.2
O=C(NCCc1ccccc1)C(=O)NCC1OCCN1S(=O)(=O)c1cc(F)ccc1F (stereo not drawn),9,-19,-14,-3,-1,1,5,1.0
O=C1NC(CCc2ccccc2)C(=O)N1Cc1ccccc1Cl (stereo not drawn),-11,-14,17,1,7,-1,-4,3.4
O=C(Nc1ccc(Cl)cc1)Nc1nnc(Cc2ccc([N+](=O)[O-])cc2)s1,7,1,38,2,-23,2,-9,-0.7
O=C(COC(=O)c1cccnc1Cl)NC(=O)NC1CCCCC1,-14,12,7,-6,19,2,4,-0.1

# Records above printed as active in 697 NFkB inh.
Compound	697 NFkB inh	APJ antag	Mdm2 MdmX PPI	UPR XBP1 act	Jurkat NFkB inh
CCOC(=O)C1=C(N)n2c(s/c(=C\c3cccnc3)c2=O)=C(C(=O)OC)C1c1cccnc1 (stereo not drawn)	37*	19	28	10	10

# Compounds listed so far that have a tert-butyl group, in the order listed:
SMILES,697 NFkB inh,APJ antag,Mdm2 MdmX PPI,APJ agonist,tim23-1 inh,UPR XBP1 act,Jurkat NFkB inh,UPR CHOP act
COCCNC(=O)c1c[nH]n2c(=O)cc(C3CCN(C(=O)OC(C)(C)C)CC3)nc12,8,18,2,-2,-4,-4,-7,-1.2
CC(C)C[C@H](NC(=O)c1[nH]cnc1C(=O)N[C@@H](Cc1ccccc1)C(=O)OC(C)(C)C)C(=O)OCc1ccccc1,-54,11,18,9,27,1,-9,1.6

# (listing goes on)
SMILES,697 NFkB inh,APJ antag,Mdm2 MdmX PPI,APJ agonist,tim23-1 inh,UPR XBP1 act,Jurkat NFkB inh,UPR CHOP act
CCOC(=O)C(Sc1nnc(-c2ccncc2)o1)C(C)=O (stereo not drawn),-1,1,-6,-1,-3,-1,13,-1.7
COc1ccc(S(=O)(=O)Nc2nc3ccccc3nc2NCC2CCCO2)cc1 (stereo not drawn),19,6,-5,-6,21,-1,6,0.2
O=C(Nc1nnc(SCc2ccccc2F)s1)C1=COCCO1,-33,7,-6,-1,40,-7,-7,4.6
O=C(NCCCN1CCC(Cc2ccccc2)CC1)C1CCN(S(=O)(=O)N2CCC3(CC2)OCCO3)CC1,10,1,11,-2,-20,0,8,0.0
O=C(NNC(=O)C1CC1)c1cc2cc3ccccc3nc2s1,-19,2,7,-1,-28,-1,-19,1.7
CCOC(=O)c1cc2c(=O)n3ccccc3nc2n(C(C)C)c1=NC(=O)c1ccncc1,7,11,7,-6,-1,0,1,-1.4
C/C(CC(=O)Nc1ccc(Br)cc1)=N\NC(=O)c1cccc(O)c1,0,5,8,-3,13,-2,3,-0.8
CC(C)NS(=O)(=O)c1ccc(OCC(=O)NCCC2=CCCCC2)cc1,4,-15,21,-4,15,-2,10,-1.5
NC(=O)c1nsc(C(=O)N(Cc2ccccc2F)C(C(=O)NCC2CCCO2)c2ccc(F)cc2)c1N (stereo not drawn),11,4,-9,1,17,0,-4,31
COCc1[nH]nc2c1C(c1ccc(OC)cc1)C(C#N)=C(N)O2 (stereo not drawn),2,-8,27,6,26,-3,-7,-2.4
Cc1ccccc1-c1nsc(SCC(=O)c2ccc(Cl)cc2)n1,4,0,2,-8,15,-3,-3,-1.2
O=C(Nc1cccc(Cl)c1)C1CCCN(S(=O)(=O)c2cnc[nH]2)C1 (stereo not drawn),-2,7,42,-3,3,-4,-14,1.5
O=C(NNC(=O)C1CCCN(c2ncccn2)C1)c1ccncc1 (stereo not drawn),-15,-6,-28,-3,11,-2,2,-1.0
COc1ccc(/C=C/C(=O)OCC(=O)NCCCc2ccccc2)cc1OC,15,16,3,-2,21,0,16,-1.9
CNC(=O)CN(C1CCCCC1)S(=O)(=O)c1ccc(F)cc1,14,8,-12,4,7,3,4,-0.8
CCc1nc(SCc2ccccc2C#N)n[nH]1,10,16,3,-5,13,-1,-5,0.8
COc1cccc(C2CC(c3cccs3)=NN2C(=O)CSC2=NCCS2)c1OC (stereo not drawn),0,4,49,-5,39,-6,-1,-1.1
Cc1cc(C)cc(NC(=O)Cn2nnc3ccccc3c2=O)c1,4,-1,-8,-3,-10,-5,8,0.8
COc1ccc(-c2noc(C)c2-c2ccc3ccccc3n2)c(O)c1,-35,11,29,1,27,0,5,-3.0
CCOc1ccc(OCC(=O)Nc2ccc(S(N)(=O)=O)cc2)cc1,8,-6,13,-4,5,1,3,-0.9
Cc1ccc(NC(=S)N(Cc2cccs2)Cc2cc3cccc(C)c3[nH]c2=O)cc1,-77,10,14,-5,9,-2,-3,3.4

# Screening results (PubChem)
